FEN1 inhibitor = inhibitors of human flap endonuclease 1 | P39748 | Recombinant FEN1 flap cleavage, fluorescence, 15 min | Potency, µM (series often up to 114 µM), for inactives: at the top dose activity change, negative = inhibition, usual class: inhibitors | 0.35% of 390,000 active | AID 588795; note: nearly all actives have a fitted effect of over 65% in size
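With each library titrated from low to high concentration, compounds met 10 nM FEN1 for 15 min at room temperature before 50 nM substrate was added; readings at 0 and 15 min fed four-parameter Hill curve fits.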
N370S GC mod = inhibitors or activators of N370S glucocerebrosidase for Gaucher disease | Potency, µM (series often up to 59.4 µM), inactives show at the top dose activity change, negative = inhibition, most hits filed as inhibitors | AID 2101 | P04062 | N370S GC spleen homogenate, 4MU-glucoside fluorescence | 0.092% of 330,000 active;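 note: 0% = full enzyme activity and -100% = no enzyme basal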
KAT2A inh = GCN5L2 (KAT2A) acetyltransferase inhibition; Potency, µM (highest dose often 58.9 µM), for inactives: top-dose activity change, negative = inhibition, actives largely listed as inhibitors; GCN5L2 HAT assay, ThioGlo1 CoA-SH fluorescence; 0.21% of 390,000 active; Q92830
Target sequence (Q92830 whole entry, looked up): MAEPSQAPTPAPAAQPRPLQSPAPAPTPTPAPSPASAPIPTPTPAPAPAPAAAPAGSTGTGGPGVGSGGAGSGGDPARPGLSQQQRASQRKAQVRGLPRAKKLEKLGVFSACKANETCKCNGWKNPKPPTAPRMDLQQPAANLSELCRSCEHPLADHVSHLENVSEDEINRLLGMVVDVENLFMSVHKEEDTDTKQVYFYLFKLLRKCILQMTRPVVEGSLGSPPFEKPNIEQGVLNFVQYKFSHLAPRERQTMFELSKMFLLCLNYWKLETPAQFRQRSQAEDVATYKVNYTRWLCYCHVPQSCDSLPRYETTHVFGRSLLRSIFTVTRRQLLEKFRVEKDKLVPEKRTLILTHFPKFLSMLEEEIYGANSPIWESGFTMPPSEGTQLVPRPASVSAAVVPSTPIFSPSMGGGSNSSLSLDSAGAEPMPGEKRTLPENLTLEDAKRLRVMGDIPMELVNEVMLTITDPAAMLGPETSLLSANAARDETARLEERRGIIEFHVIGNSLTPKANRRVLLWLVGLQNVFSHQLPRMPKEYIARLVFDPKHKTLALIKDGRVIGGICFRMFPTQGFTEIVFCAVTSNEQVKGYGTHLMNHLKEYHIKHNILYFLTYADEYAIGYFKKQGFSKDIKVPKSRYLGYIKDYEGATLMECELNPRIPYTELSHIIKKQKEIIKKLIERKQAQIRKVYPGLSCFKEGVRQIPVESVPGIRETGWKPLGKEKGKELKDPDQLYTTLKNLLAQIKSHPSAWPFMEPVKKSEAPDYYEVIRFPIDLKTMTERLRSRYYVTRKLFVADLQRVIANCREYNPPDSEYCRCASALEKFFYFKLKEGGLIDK
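Free CoA generated was detected with ThioGlo1 (50uM) fluorescence at Ex340nm/Em540nm, read immediately and after 20 min at room temperature. Enzyme, 20 nM in HEPES pH 7.5 buffer, saw compounds 15 min before adding 75uM H3(1-25) peptide and 70uM acetyl-CoA.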
Starred values were filed as active, the others as inactive; ? = inconclusive; nt = not tested or not shown; & = joins results of further samples; [ ] = another dose, or the depositor's remark. Calls come from the whole dose curve; as a rule, active = well fitted curve in the direction sought with a large enough effect; inconclusive = small, poorly fitted or top-dose-only effect, or another doubt; inactive = no such curve, though single readings can be large; an effect the other way counts as inactive or inconclusive. Unless noted, % is set by controls: 0 for no effect and ±100 for the full control effect; potency is the fitted concentration of half-maximal effect.

Fields – FEN1 inhibitor | N370S GC mod | KAT2A inh
CC(C)(CNC(=O)CNC(=O)c1ccccc1F)N1CCOCC1
 : 0.6% | nt | -3.0%
COc1ccc(C2CC(c3ccco3)n3ncnc3N2)cc1 (stereo unspecified)
 : -4.6% | -0.4% | -0.2%
COCCCNC(=O)c1cc2c(s1)CS(=O)(=O)C2
 : -11.9% | 20.6% | 0.0%
CC1(C)CC(=O)c2c(noc2-c2ccccc2)C1
 : -5.4% | 4.5% | 2.9%
O=C(Cn1c(=O)nc(-c2ccccc2)c2cc(Cl)ccc21)NCCCc1ccccc1
 : -8.3% | nt | -4.3%
COc1ccc(NC(=O)CSCC(=O)Nc2ccc(S(=O)(=O)N3CCCC3)cc2)cc1
 : -6.6% | -2.6% | 0.3%
CC(=O)Nc1ccc(C(=O)OCC(=O)NCc2ccc(Cl)cc2)cc1
 : nt | -2.6% | -1.3%
Cc1ccc(C(=O)Nc2ccc3c(c2)nc(CCNC(=O)c2ccco2)n3C)cc1
 : 6.0% | -9.5% | 0.7%
CCc1cc2c(cc3c(=O)n(CC(=O)N4CCN(c5cc(Cl)ccc5C)CC4)ncn32)s1
 : -3.8% | nt | -2.9%
COc1ccc(C)c2sc(NC(=O)C3CC3)nc12
 : -17.4% | -3.5% | ?
CCc1nnc(NS(=O)(=O)c2ccc(NC(=O)/C=C/c3ccccc3Cl)cc2)s1
 : 7.7% | -5.4% | -3.9%
CCOC(=O)C1CCCN(C(=O)c2cccc3ccccc23)C1 (stereo unspecified)
 : -3.4% | -7.2% | -2.4%
O=c1[nH]cnc2c1ncn2[C@H]1CC[C@@H](CO)O1
 : 1.1%&-17.5% | -5.2%&1.4%&3.1% | 13.1%&-3.1%
Cc1cc(C)c2c(-n3cccc3)n[nH]c2n1
 : 4.4% | 1.0% | -2.3%
O=C1C=C(c2cccc(Cl)c2O)C[C@@H](c2ccc(Cl)cc2)C1
 : -27.5% | nt | -18.5%
COc1ccc(C(=O)Nc2noc3ccccc23)cc1
 : -5.0% | nt | -6.8%
O=C(c1ccccc1)N1CCN(c2ncccn2)CC1
 : -0.5% | -6.1% | 1.5%
O=C(COC(=O)/C=C/c1ccc([N+](=O)[O-])cc1)Nc1ccc(F)cc1
 : -5.0% | nt | -4.7%
O=C(CCCCn1c(=O)[nH]c2ccsc2c1=O)N1CCN(c2cccc(C(F)(F)F)c2)CC1
 : 10.5% | nt | 3.6%
COc1cc(NC(=O)c2cc3ccccc3cc2O)c(OC)cc1Cl
 : -6.1% | 8.0% | -23.6%
CNc1ccc(Oc2c(F)c(F)nc(F)c2F)cc1
 : 11.9% | -0.6% | 0.9%
COc1cc(CN2CCCN(C)CC2)c([N+](=O)[O-])cc1OC
 : -0.4% | -2.3% | -14.8%
CCOC(=O)N1CCC(NC(=O)c2ccc3c(c2)N(Cc2cccc(C)c2)C(=O)c2ccccc2S3(=O)=O)CC1
 : -5.1% | nt | -6.9%
COC(=O)C1(Cc2cc(-c3cccnc3)no2)CCN(C(=O)OC(C)(C)C)CC1
 : -17.6% | -2.6% | 4.4%
CC(O)CNc1nc2c(c(=O)n(Cc3ccc(Cl)c(Cl)c3)c(=O)n2C)n1C (stereo unspecified)
 : 3.2% | -3.7% | 1.6%
CCOC(=O)N1CCN(C(=O)c2cccc(OC)c2OC)CC1
 : -5.1% | -1.8% | -18.9%
CC1(C)Oc2ccc(C(=O)N3CCCCC3)cc2N(CC(=O)NCc2ccccc2)C1=O
 : -0.5% | 3.2% | -27.1%
CC(=O)c1cccc(N2C(=NC(=O)C(C)C)SC3CS(=O)(=O)CC32)c1 (stereo unspecified)
 : -3.2% | 2.8% | -9.5%
COc1ccc2nc(NC(=O)c3ccccc3O)sc2c1
 : 11.0% | -3.2% | ?
Cc1cccc(C)c1NC(=O)C(=O)NCc1ccccn1
 : 7.5% | -15.7% | 0.9%
O=C1C=C(NC2=CC3OC(c4ccccc4)OCC3OC2=O)CCC1 (stereo unspecified)
 : 9.2% | -17.1% | -4.5%
COc1ccc(S(=O)(=O)Nc2ncccn2)cc1
 : 11.2% | -0.6% | -9.9%
O=C(Cn1cc(C(F)(F)F)ccc1=O)Nc1cc(S(=O)(=O)N2CCOCC2)ccc1Cl
 : 14.5% | -11.0% | -1.2%
COc1ccccc1-c1noc(CSc2nnc(-c3ccccc3)n2-c2ccc(C)c(C)c2)n1
 : -8.6% | nt | -11.8%
Cc1ccc(S(=O)(=O)NC(C)C(=O)NC2CC2)cc1 (stereo unspecified)
 : -6.2% | -12.1% | -0.4%
COC(=O)c1sc(NC(=O)C2CCCCC2C(=O)O)c(C(=O)OC)c1C (stereo unspecified)
 : -7.1% | -5.0% | -2.5%
C#CCOCCOCCOCCNc1nc(N2CCN(C(=O)[C@H](C(C)C)n3cc(CCO)nn3)CC2)nc(N2CCN(C(=O)[C@H]([C@@H](C)CC)n3cc(CCCN=C(N)N)nn3)CC2)n1
 : -2.1% | 7.3% | -10.7%
COc1ccc(OC)c(C(=O)c2ccc(C(=O)O)cc2)c1
 : -4.0% | -3.6% | -14.8%[0.501 µM]
Cc1cc(C)c(S(=O)(=O)NCCc2sc(-c3cccnc3)nc2C)c(C)c1
 : 9.9% | nt | 0.3%
CCSc1nc2c(cnn2-c2ccc(C)cc2)c(=O)[nH]1
 : -5.4% | 4.8% | -3.2%

> O=C(CCNS(=O)(=O)c1ccc2c(c1)CCC(=O)N2)Nc1ccc2c(c1)OCCO2
  FEN1 inhibitor: -2.4%	N370S GC mod: -6.2%	KAT2A inh: -5.0%

> CCS(=O)c1ccccc1C(=O)OCC(=O)N1CCC(c2ccccc2)=N1 (stereo unspecified)
  FEN1 inhibitor: 16.1%	N370S GC mod: nt	KAT2A inh: -0.9%

> Cc1nc2ccc(Oc3ccccc3)cc2s1
  FEN1 inhibitor: -14.6%	N370S GC mod: 0.5%	KAT2A inh: 1.5%

> CCN(CC)S(=O)(=O)c1ccc2c3c(cccc13)C(=O)S2
  FEN1 inhibitor: 6.4%	N370S GC mod: 7.7%	KAT2A inh: 0.5%

> Cn1cnnc1SCC(=O)Nc1ccc(Cl)cn1
  FEN1 inhibitor: 2.4%	N370S GC mod: 8.3%	KAT2A inh: -9.2%

> Cc1cc(Cl)ccc1-n1c(-c2cccnc2)n[nH]c1=S
  FEN1 inhibitor: 11.8%	N370S GC mod: -1.0%	KAT2A inh: -7.5%

> COc1ccc(O)c(C(=O)c2cnn(C(=O)c3cccc(S(=O)(=O)N4CCOCC4)c3)c2)c1
  FEN1 inhibitor: -6.2%	N370S GC mod: -20.0%	KAT2A inh: -8.0%

> Cc1nc(-c2cccc(NC(=O)c3ccco3)c2)cs1
  FEN1 inhibitor: -5.7%	N370S GC mod: -3.6%	KAT2A inh: 1.5%

> O=C(COC(=O)/C=C/c1ccc(OC(F)F)cc1)Nc1ccc(S(=O)(=O)N2CCCC2)cc1
  FEN1 inhibitor: -6.9%	N370S GC mod: 2.7%	KAT2A inh: -5.7%

> Cc1cc(NC(=O)COC(=O)C2=COCCO2)c([N+](=O)[O-])cc1C
  FEN1 inhibitor: -19.2%	N370S GC mod: 8.3%	KAT2A inh: 0.8%

> COCC(=O)Nc1nnc(Cc2ccc(OC)c(OC)c2)s1
  FEN1 inhibitor: 0.1%	N370S GC mod: -4.7%	KAT2A inh: -4.9%

> COc1ccc(N(CC(=O)NC(C)c2ccccc2)S(=O)(=O)c2ccc(C)cc2)cc1 (stereo unspecified)
  FEN1 inhibitor: 0.2%	N370S GC mod: 0.9%	KAT2A inh: -7.0%

> CC(OC(=O)c1cccs1)C(=O)NCc1ccc2c(c1)OCO2 (stereo unspecified)
  FEN1 inhibitor: 2.4%	N370S GC mod: 12.4%	KAT2A inh: -0.3%

> O=C(NCCc1ccccc1)/C(=C\c1ccccc1)NC(=O)c1ccco1
  FEN1 inhibitor: 0.6%	N370S GC mod: 4.8%	KAT2A inh: -1.0%

> COc1ccccc1CNC(=O)NCc1noc2ccc(C)cc12
  FEN1 inhibitor: -1.9%	N370S GC mod: nt	KAT2A inh: 7.5%

> Cc1ccc(NC(=O)C2CCN(c3nnc(C)c4c(C)n(-c5ccccc5)nc34)CC2)cc1Cl
  FEN1 inhibitor: -7.4%	N370S GC mod: nt	KAT2A inh: -0.8%

> COC(=O)C1=C(C)OC(N)=C(C#N)C1c1cc2cccc(C)c2nc1Cl (stereo unspecified)
  FEN1 inhibitor: nt	N370S GC mod: 8.0%	KAT2A inh: -6.5%

> CC1(C)C(C=C(Cl)Cl)C1C(=O)Nc1ccc([N+](=O)[O-])cc1 (stereo unspecified)
  FEN1 inhibitor: -17.1%	N370S GC mod: 0.3%	KAT2A inh: -12.3%

> COc1ccc(NC(=O)CN2C(=O)CC(C)(C)S(=O)(=O)c3ccccc32)cc1
  FEN1 inhibitor: -17.8%	N370S GC mod: ?	KAT2A inh: -6.5%

> S=c1[nH]nc2c3c4c(sc3ncn12)CCCC4
  FEN1 inhibitor: -7.0%	N370S GC mod: -3.6%	KAT2A inh: ?

> CCCOc1ccc(CN2CCOCC2)cc1OC
  FEN1 inhibitor: 19.3%	N370S GC mod: 2.3%	KAT2A inh: 0.2%

> CCNC(=O)c1cccc(NC(=O)CN2C(=O)NC3(CCCCC3)C2=O)c1
  FEN1 inhibitor: -1.6%	N370S GC mod: 1.6%	KAT2A inh: -4.1%

> C=CCn1c(SCC(=O)N(CCO)CCO)nc2sc3c(c2c1=O)CCC3
  FEN1 inhibitor: -0.8%	N370S GC mod: -2.8%	KAT2A inh: -8.6%

> COc1ccc(-c2nc3c(c(SCC(=O)N4CCCCC4)n2)Cc2c(CO)cnc(C)c2O3)cc1
  FEN1 inhibitor: -6.2%	N370S GC mod: nt	KAT2A inh: -1.6%

> CC(C)S(=O)(=O)C1=NSC2=NC(=O)/C(=C\c3ccc(-c4cccc(C(=O)O)c4)o3)C(=N)N21
  FEN1 inhibitor: 22.4µM*	N370S GC mod: 10.3%	KAT2A inh: 0.7%

> CCOC(=O)c1c(C)[nH]c(C(=O)CN2CC(C)OC(C)C2)c1C (stereo unspecified)
  FEN1 inhibitor: 7.9%	N370S GC mod: 2.1%	KAT2A inh: 5.1%

> COc1cccc(CNc2nccs2)c1O
  FEN1 inhibitor: 7.1%	N370S GC mod: 3.3%	KAT2A inh: ?

> CC(=O)C(Sc1ncnc2c1nnn2-c1ccc(F)cc1)C(=O)N(C)C (stereo unspecified)
  FEN1 inhibitor: -5.9%	N370S GC mod: -12.0%	KAT2A inh: -11.7%

> N#Cc1c(SCC(=O)Nc2nccs2)nc2c(c1-c1ccco1)CCCC2
  FEN1 inhibitor: -7.2%	N370S GC mod: 4.2%	KAT2A inh: -22.2%

> CC(C)(C)OC(=O)N1CCC(c2c(C(=O)N3CCN(c4ccccc4)CC3)cnn2-c2ccccc2)CC1
  FEN1 inhibitor: -2.8%	N370S GC mod: nt	KAT2A inh: 10.9%

> CCCCN1C(=O)c2ccc(C(=O)Nc3cccnc3)cc2C1=O
  FEN1 inhibitor: 13.3%	N370S GC mod: 1.2%	KAT2A inh: -0.5%

> Cc1nc2ccccc2n1CC(=O)N/N=C\C=C\c1ccccc1
  FEN1 inhibitor: -17.3%	N370S GC mod: -3.5%	KAT2A inh: 6.3%

> COC(=O)C(C)Oc1ccc2c(c1)O/C(=C\c1cccc(Br)c1)C2=O (stereo unspecified)
  FEN1 inhibitor: -14.5%	N370S GC mod: -7.5%	KAT2A inh: -22.8%

> Cc1ccc(N(CC(=O)NC(C)(C)C)C(=O)CS(=O)CC(=O)Nc2ccc(F)cc2)cc1 (stereo unspecified)
  FEN1 inhibitor: -0.3%	N370S GC mod: 7.2%	KAT2A inh: 2.1%

> O=C1/C(=C/c2cccs2)SC(=S)N1CCCC(=O)N(CCO)c1ccccc1
  FEN1 inhibitor: 1.6%	N370S GC mod: 1.9%	KAT2A inh: -8.8%

> COC(=O)C1=C(C(=O)OC)[C@@H]2N(C)c3ccc(OC)cc3[C@@]23C[C@@H](C(=O)OC)N(C(=O)COCc2ccccc2)C3=N1
  FEN1 inhibitor: -9.1%	N370S GC mod: -6.5%[12.8 µM]	KAT2A inh: nt

> O=C(Cn1cc([N+](=O)[O-])ccc1=O)NCc1ccc(Cl)cc1Cl
  FEN1 inhibitor: 18.1%	N370S GC mod: 0.8%	KAT2A inh: -20.3%

> COc1ccc(CCNC(=O)c2cccc(-n3cnnn3)c2)cc1
  FEN1 inhibitor: -0.3%	N370S GC mod: nt	KAT2A inh: -1.1%

> CC(C)CC(NS(=O)(=O)OCC(Cl)(Cl)Cl)c1ccccc1 (stereo unspecified)
  FEN1 inhibitor: -9.7%	N370S GC mod: 8.8%	KAT2A inh: -8.6%

From PubChem

This is a subset. The share of hits here may be higher or lower than overall.
